From PubChem BioAssay
SUMO1 PPI mod: modulators of human SUMO1-mediated protein-protein interactions; SUMO1 binding to a labelled peptide, TR-FRET, 1 h; inhibition, % at 20 µM; P63165; 0.33% of 360,000 active; in the data active = inhibition above about 37%
MsrA inhibitor: inhibits bovine methionine sulfoxide reductase A. purified bovine MsrA, absorbance read-out. inhibition, % at 15.5 µM. AID 651718. 0.75% of 360,000 active; in the data active = inhibition above about 4.5%;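 also: 0% = vehicle wells with enzyme and 100% = reference inhibitor wells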
DNMT1 inh: blocks human DNA methyltransferase DNMT1. 0.83% of 360,000 active. P26358. DNMT1 molecular beacon, Hinp1I cleavage, fluorescence. inhibition (reported as % activation of signal), % at 10 µM; in the data active = inhibition above about 50%
LMPTP inh: blocks human LMPTP phosphatase; recombinant LMPTP-A, OMFP fluorogenic substrate, fluorescence intensity; inhibition, % at 20 µM; 0.22% of 360,000 active; AID 651560;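 active = compounds that cut the enzyme signal by at least half of the control window in the single-dose screen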;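 also: plate controls were DMSO wells with enzyme plus substrate for no effect and substrate without enzyme for full effect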
Target sequence (P24666 whole entry, looked up): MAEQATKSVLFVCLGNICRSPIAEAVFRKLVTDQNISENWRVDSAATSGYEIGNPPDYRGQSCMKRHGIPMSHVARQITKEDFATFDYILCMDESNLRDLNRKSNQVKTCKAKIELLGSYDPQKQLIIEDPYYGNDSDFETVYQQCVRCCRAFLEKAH
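Test system: LMPTP-A phosphatase enzyme; input: 0.625 nM LMPTP-A final; reagent: OMFP substrate, 400 µM final; compound dosing: 20 µM single dose, 3% DMSO; incubation: 50 min dark incubation at room temperature; measured by: endpoint fluorescence intensity from OMFP dephosphorylation; measure: % inhibition relative to no-enzyme and uninhibited control wells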
Rpn11 inh: inhibitors of human proteasome Rpn11 | 0.59% of 360,000 active | AID 588493 | human 26S proteasome, Ub4-pepOG fluorescence polarization; 20S core pre-blocked with epoxomicin | O00487 | calls only at 20 µM;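 active = inhibition at 20 µM, scaled to each plate's controls, above about 33%, limit read from the data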
Target sequence (O00487 whole entry, looked up): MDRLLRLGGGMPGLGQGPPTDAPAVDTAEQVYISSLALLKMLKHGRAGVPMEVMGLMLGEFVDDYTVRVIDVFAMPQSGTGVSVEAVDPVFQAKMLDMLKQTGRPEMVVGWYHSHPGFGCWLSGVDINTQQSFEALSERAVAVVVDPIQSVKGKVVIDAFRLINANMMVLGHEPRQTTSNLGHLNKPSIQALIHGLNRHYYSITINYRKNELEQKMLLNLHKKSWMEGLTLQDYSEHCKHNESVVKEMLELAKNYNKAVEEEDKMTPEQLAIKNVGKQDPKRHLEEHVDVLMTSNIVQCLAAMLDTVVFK
CSN deneddyl inh: inhibitors of human CSN-mediated cullin deneddylation. Q92905. Purified CSN, SCF-Nedd8-OG deneddylation, fluorescence polarization. inhibition, % at 12.5 µM. 0.38% of 360,000 active. AID 651999;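 active = pattern-corrected inhibition above about 35%, with an unprinted fluorescence ratio check between 0.5 and 1.5, limit read from the data, passing the limit was not always enough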;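 also: 0% = enzyme with substrate and 100% = substrate without enzyme; some results filed as inactive read as strong as hits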
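test system = HEK293T-derived human Csn5 enzyme | amount = 0.24 nM Csn5 enzyme, final concentration | medium = Tris/NaCl/DTT buffer, pH 7.5 | schedule = 90 min reaction at room temperature | signal = FP | evaluation = inhibition of Csn5 cleavage, % | compound dosing = single dose of 12.5 µM compound with 0.25% DMSO | probe or stimulus = 10 nM SCFSkp2-Nedd8OG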
NadD block: NadD (S. aureus) enzyme inhibition; purified NadD enzyme, colorimetric absorbance read-out; inhibition, % at 20 µM; 0.78% of 360,000 active; AID 602399; in the data active = inhibition above about 26%; also: some compounds past the cut are filed as inactive
TbMetRS inhib: blocks T. brucei methionyl-tRNA synthetase activity; purified T. brucei MetRS, ATP depletion, Kinase-Glo luminescence; inhibition, % at 11.9 µM; 0.4% of 360,000 active; AID 624268;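 active = inhibition above a per-plate cutoff of the control wells' mean inhibition plus 3 SD, cut at about 5.5% in these data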;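 also: 0% = DMSO wells median and 100% = median of wells with control inhibitor compound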
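technique = Kinase-Glo luminescence, ATP depletion format | system = purified MetRS (methionyl-tRNA synthetase) enzyme from Trypanosoma brucei | timing = 15 min preincubation, 2 h reaction, all 25 °C | evaluation = percent inhibition versus plate control medians | dosing = single dose, 11.9 µM final nominal, 0.9% final DMSO | also added = substrates ATP, L-methionine and bulk Escherichia coli tRNA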
STEP inh: inhibitors of human striatal-enriched phosphatase STEP; P54829; recombinant STEP, OMFP fluorogenic substrate, fluorescence; inhibition, % at 20 µM; 0.25% of 360,000 active; AID 588621;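 active = inhibition at 20 µM, scaled per plate between control wells, above about 37%, limit read from the data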;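 also: 0% = DMSO with enzyme and substrate and 100% = substrate only without enzyme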
Target sequence (P54829 whole entry, looked up): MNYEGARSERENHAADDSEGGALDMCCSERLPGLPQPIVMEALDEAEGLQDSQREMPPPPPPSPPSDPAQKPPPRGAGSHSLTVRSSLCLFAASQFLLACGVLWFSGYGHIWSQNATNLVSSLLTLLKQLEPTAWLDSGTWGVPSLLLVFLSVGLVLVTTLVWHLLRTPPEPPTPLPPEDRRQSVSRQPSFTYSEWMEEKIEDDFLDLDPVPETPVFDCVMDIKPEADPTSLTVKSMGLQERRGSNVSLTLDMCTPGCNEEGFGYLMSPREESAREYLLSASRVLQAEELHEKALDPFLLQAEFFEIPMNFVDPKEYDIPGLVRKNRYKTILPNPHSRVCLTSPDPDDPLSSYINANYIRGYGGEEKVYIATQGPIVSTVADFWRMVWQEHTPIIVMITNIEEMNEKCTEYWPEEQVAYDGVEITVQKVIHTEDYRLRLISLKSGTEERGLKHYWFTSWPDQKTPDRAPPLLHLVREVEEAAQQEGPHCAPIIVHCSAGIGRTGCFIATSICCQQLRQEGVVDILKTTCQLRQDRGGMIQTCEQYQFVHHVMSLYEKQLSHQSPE
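Assay system: isolated STEP enzyme. Buffer or medium: pH 6.0 Bis-Tris with DTT and Tween 20. Also added: fluorogenic phosphatase substrate OMFP at 25 µM final. Dosing: 20 µM, 1% DMSO. Timing: 20 min reaction, room temperature, in the dark. Measured by: fluorescence intensity, excitation 480 nm, emission 540 nm. Evaluation: normalized % inhibition.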
Scp1 inh: blocks human Scp-1 phosphatase activity; inhibition, % at 20 µM; Recombinant Scp1, phosphopeptide, malachite green phosphate absorbance; 0.88% of 340,000 active; Q9GZU7;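 active = inhibition above about 50% at 20 µM, limit read from the data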;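 also: plate controls were DMSO wells with enzyme for no effect and wells lacking enzyme for full effect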
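System: truncated SCP-1 phosphatase (76-261aa); medium: Tris acetate buffer pH 5.5 with MgCl2 and Tween-20; incubation: 45 min room-temperature reaction, 5 min colour, 30 min stabiliser; compound: single 20 µM dose, 1% DMSO; reagent: Phosphorylated 17-residue peptide substrate; read-out: % inhibition at 20 µM; technique: colorimetric free-phosphate detection, absorbance 630 nm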
* hit, by the source's call; i = inactive; / = no result given.

SMILES | LMPTP inh | TbMetRS inhib | DNMT1 inh | STEP inh | CSN deneddyl inh | Scp1 inh | MsrA inhibitor | NadD block | SUMO1 PPI mod | Rpn11 inh
COc1ccc2c(c1)C(NC(C)=O)C(=O)N2C (stereo not drawn) | -1.8 | -0.5 | 0 | 4 | -5 | 1 | 0.8 | 0 | -3 | i
COc1ccc(CNC(=O)c2ccc(-c3cccnc3)c3ccoc23)cc1OC | 2.6 | -0.4 | 3 | 0 | 2 | / | -0.6 | 2 | 1 | i
O=C(Nc1ccccc1)Nc1nc(-c2ccc(F)c(F)c2)cs1 | -0.5 | -0.3 | 1 | 0 | 3 | -19 | / | -8 | 3 | i
COC(=O)c1oc(-c2ccccc2)nc1C | -0.6 | -0.7 | 0 | 0 | 5 | -3 | -1.6 | 1 | 9 | i
CCc1ccc(NC(=S)N(CCN2CCCCC2)Cc2ccco2)cc1 | -2.7 | -0.3 | -3 | 1 | 2 | -5 | -0.3 | -2 | -2 | i
COc1cccc(NC(=O)c2ccccc2N2C(=O)C3C4C=CC(C5CC45)C3C2=O)c1 (stereo not drawn) | 0.2 | -0.7 | 1 | -4 | 0 | 1 | 0.2 | -5 | 8 | i
Cc1cc(C)c(S(=O)(=O)N2CCCC2)c(C)c1 | -0.9 | -0.5 | 0 | 0 | 1 | -2 | -1.4 | 2 | 0 | i
O=C(O)/C=C/C(=O)N1CCN(c2cccc(Cl)c2)CC1 | -1.6 | -1.2 | 10 | 1 | -1 | 2 | -0.3 | 4 | -1 | i
O=C(CN1CCN(CN2C(=O)NC3(CCCCCC3)C2=O)CC1)Nc1ccc(F)cc1 | -1.9 | -0.1 | 2 | -1 | -3 | -1 | 0.8 | 2 | -3 | i
CC(C)c1ccc(NC(=O)COC(=O)C2=COCCO2)cc1 | 0.1 | -0.1 | 0 | 2 | -3 | 3 | 0.0 | 7 | 0 | i
Cc1ccc(S(=O)(=O)N2C3CCCCC3O[C@H]2CC(=O)c2cccs2)cc1 (stereo partly drawn) | 1.5 | -0.3 | / | / | 1 | / | 1.1 | / | -1 | /
O=C(c1ccccc1)[C@@H]1[C@@H](C(=O)c2ccc(F)cc2)[C@@]2(C(=O)Nc3ccccc32)[C@H]2c3ccccc3C=CN12 | 1.8 | 0.2 | -22 | -2 | 1 | -2 | -0.5 | 15 | -2 | i
Cc1cc(C)c(NC(=O)CNC(=O)c2cc(C3CC3)nc3c2cnn3C(C)C)c(C)c1 | -3.7 | -0.3 | 10 | -4 | -1 | / | 0.8 | 0 | -1 | i
CCOC(=O)c1cccc(NC(=O)CCS(=O)(=O)c2ccc(Br)s2)c1 | -0.9 | 0.6 | -2 | -2 | -3 | 0 | -0.4 | -5 | 2 | i
CCOC(=O)c1c(N=CN(C)C)c(C#N)c2n1CCCC2 | 0.9 | 0.0 | -5 | -3 | 4 | 0 | 1.3 | -4 | -2 | i
CC(C(=O)O)c1n[nH]c(=O)c2ccccc12 (stereo not drawn) | -0.2 | -0.5 | 1 | 3 | -7 | -4 | 1.9 | -7 | 0 | i
C=CCn1c2ccccc2c2nnc(SCc3ccc4nonc4c3)nc21 | 5.9 | -0.2 | -7 | 3 | -4 | 0 | -0.3 | 1 | -10 | i
Cc1ccccc1NS(=O)(=O)c1cc2c3c(c1)C(C)C(=O)N3CCC2 (stereo not drawn) | -0.3 | 0.2 | -1 | 0 | -3 | -3 | -0.3 | 2 | -4 | i
CC12CCC(C(=O)N(CSC(=S)N/N=C\c3ccccc3Cl)C1=O)C2(C)C (stereo not drawn) | 1.4 | -0.8 | -8 | -2 | 1 | 6 | 1.6 | 21 | 2 | i
CCOC(=O)Nc1ccc2ncn(C)c(=O)c2c1 | -1.5 | -0.7 | 2 | -1 | 8 | 0 | -1.0 | -1 | 4 | i
Cc1cc(C)cc(NS(=O)(=O)c2ccc(NC(=S)Nc3ccccc3)cc2)c1 | -0.9 | -0.1 | -10 | 4 | -2 | -6 | -1.5 | 2 | 1 | i
CC(=O)OC[C@@H]1CN(Cc2ccccc2)C[C@H](n2cnc3c(N4CCOCC4)ncnc32)O1 | -1.4 | 0.3 | 7 | 5 | -1 | / | 0.5 | 4 | 0 | i
CC1CCN(C2CC(=O)N(c3ccccc3)C2=O)CC1 (stereo not drawn) | -0.9 | -0.4 | 0 | 0 | 3 | -6 | -0.9 | -5 | 3 | i
O=C(Oc1ccc(C(=S)N2CCOCC2)cc1Cl)c1ccccc1F | 0.2 | -1.2 | -1 | 6 | -1 | -5 | -0.1 | -15 | 2 | i
O=[N+]([O-])c1cc(Cl)cc(/C=N/n2cnnc2)c1O | 2.4 | -1.5 | -2 | 3 | 1 | 5 | -0.1 | 9 | -30 | i

Three compounds from above, arranged by heavy-atom count, falling:
SMILES | LMPTP inh | TbMetRS inhib | DNMT1 inh | STEP inh | CSN deneddyl inh | Scp1 inh | MsrA inhibitor | NadD block | SUMO1 PPI mod | Rpn11 inh
CC(=O)OC[C@@H]1CN(Cc2ccccc2)C[C@H](n2cnc3c(N4CCOCC4)ncnc32)O1 | -1.4 | 0.3 | 7 | 5 | -1 | / | 0.5 | 4 | 0 | i
CC1CCN(C2CC(=O)N(c3ccccc3)C2=O)CC1 (stereo not drawn) | -0.9 | -0.4 | 0 | 0 | 3 | -6 | -0.9 | -5 | 3 | i
CCOC(=O)Nc1ccc2ncn(C)c(=O)c2c1 | -1.5 | -0.7 | 2 | -1 | 8 | 0 | -1.0 | -1 | 4 | i

Complete entries from above:
Cc1cc(C)cc(NS(=O)(=O)c2ccc(NC(=S)Nc3ccccc3)cc2)c1 as listed: LMPTP inh: -0.9; TbMetRS inhib: -0.1; DNMT1 inh: -10; STEP inh: 4; CSN deneddyl inh: -2; Scp1 inh: -6; MsrA inhibitor: -1.5; NadD block: 2; SUMO1 PPI mod: 1; Rpn11 inh: i
Cc1ccccc1NS(=O)(=O)c1cc2c3c(c1)C(C)C(=O)N3CCC2 (stereo not drawn) as listed: LMPTP inh: -0.3; TbMetRS inhib: 0.2; DNMT1 inh: -1; STEP inh: 0; CSN deneddyl inh: -3; Scp1 inh: -3; MsrA inhibitor: -0.3; NadD block: 2; SUMO1 PPI mod: -4; Rpn11 inh: i

Remaining list, next part
SMILES | LMPTP inh | TbMetRS inhib | DNMT1 inh | STEP inh | CSN deneddyl inh | Scp1 inh | MsrA inhibitor | NadD block | SUMO1 PPI mod | Rpn11 inh
O=C1CCC(C(=O)N2CCCC(Nc3ccc(F)cc3)C2)=NN1 (stereo not drawn) | -0.1 | -0.3 | 2 | -2 | 0 | -5 | 1.3 | -7 | 3 | i
CN(CC(=O)Nc1ccccc1Br)C(=O)c1cccn1C | -9.1 | 0.0 | 1 | -1 | 2 | -8 | -1.0 | 4 | -30 | i
O=C(c1ccc2c(c1)OCO2)C1CCCN(C2CCN(CCc3ccccc3)CC2)C1 (stereo not drawn) | 5.6 | 0.2 | 2 | -2 | -1 | -4 | 1.1 | -6 | 1 | i
C=C(C)CN=C1SC(C(=O)Nc2sc3c(c2C(=O)OC)CCC3)C(N)=C1C(N)=O (stereo not drawn) | 3.3 | 0.7 | -26 | -1 | 5 | -10 | 0.9 | 12 | 0 | i
C=CCNC(=O)C1CC(=O)N(c2ccc(OCC(=O)Nc3ccc(OC)cc3)cc2)C1 (stereo not drawn) | -1.5 | 0.2 | -7 | 0 | 5 | -7 | -1.1 | 2 | 2 | i
CCOC(=O)c1ccc(NC(=O)CSc2nncn2-c2cccnc2)cc1 | -0.5 | -0.1 | -1 | 2 | 5 | 2 | -1.0 | -8 | 0 | i
CCCCCOc1ccccc1C(=O)NCCC(=O)O | -1.3 | 0.3 | 1 | -3 | -3 | -3 | 1.6 | -1 | 2 | i
COc1ccc(/C=C2\SC(=NCc3ccccc3)N(Cc3ccccc3)C2=O)cc1OC | 2.5 | -1.2 | 2 | 6 | 0 | 0 | 1.4 | -4 | 0 | i
CN(C)C(=N)c1n[nH]nc1SCc1ccccc1 | -0.8 | -0.4 | -1 | 1 | 6 | -3 | 0.7 | -3 | 3 | i
O=C(c1ccc(Cl)cc1)C1CCN(C(=O)N2CCOCC2)CC1 | -1.1 | 0.2 | 1 | 0 | -5 | 0 | -0.3 | 1 | 0 | i
COc1cc(OC)c(C(=O)CCCN2CCCC2)c(OC)c1 | 1.1 | -2.2 | 5 | -5 | 0 | -6 | -0.7 | 3 | -1 | i
Nc1ccc2c(c1)C(=O)c1ccccc1C2=O | -0.4 | 0.2 | 7 | 2 | -7 | 13 | 1.8 | -3 | -21 | i
Cc1ccc(S(=O)(=O)CCC(=O)OCC(=O)NC(C)c2ccc(F)cc2)cc1 (stereo not drawn) | -0.3 | -0.2 | 3 | 4 | -1 | -2 | -0.1 | -6 | 20 | i
O=C(NC1CCCCC1)c1ccc([N+](=O)[O-])o1 | 0.2 | 0.3 | 0 | -2 | 0 | -4 | / | -7 | -34 | i
O=C(c1cc2ccccc2oc1=O)N(Cc1cccs1)Cc1cccs1 | -0.1 | -0.5 | -2 | 2 | -1 | -11 | -0.6 | -5 | 0 | i
CC(NC(=O)C1CSC2(C)CCC(=O)N12)c1ccccc1Cl (stereo not drawn) | -0.3 | -0.5 | -2 | 1 | 0 | 1 | 0.0 | 3 | 1 | i
COc1ccc(C(=O)/C=C/c2cccs2)c(OC(=O)c2cccc([N+](=O)[O-])c2)c1 | 3.5 | -0.1 | 3 | 3 | 8 | -22 | 1.1 | -11 | -18 | i
COc1cccc(CNC(=O)N[C@@H](C)C(=O)O)c1 | -1.6 | -0.5 | 0 | -3 | -4 | -20 | 0.2 | -8 | -5 | i
Cc1coc2c(C)c3oc(=O)c(CCC(=O)NCCCN4CCOCC4)c(C)c3cc12 | -1.7 | 0.8 | 1 | 1 | -2 | -1 | 0.7 | -4 | -6 | i
Cc1cc(=O)oc2cc(NC(=O)C(C)Oc3ccccc3)ccc12 (stereo not drawn) | -1.2 | -0.2 | -4 | -3 | 4 | -3 | 1.6 | -5 | 1 | i
CCOC(=O)c1ccc(NC(=S)NCc2ccccc2)cc1 | -1.0 | -0.5 | 2 | 3 | 3 | -9 | -1.6 | -9 | 4 | i
